# Screening data: PubChem BioAssay, The Scripps Research Institute Molecular Screening Center
# M1 ag – human M1 muscarinic receptor agonists, primary screen, Fluo-8 calcium fluorescence, CHO-K1 cells, HTS; 360,000 compounds, 0.33% hits; CHO-K1 hM1, agonist mode; 0% DMSO, 100% acetylcholine EC100; Muscarinic acetylcholine receptor M1 (Homo sapiens), P11229; AID 588814, 2011; activation, % at 3 µM;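 active = activation above the run's mean compound activation plus 3 SD, cut at about 16% in these data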;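 note: peak over basal fluorescence ratio within a 140 s kinetic read after compound addition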
# Target sequence (P11229 whole entry, looked up): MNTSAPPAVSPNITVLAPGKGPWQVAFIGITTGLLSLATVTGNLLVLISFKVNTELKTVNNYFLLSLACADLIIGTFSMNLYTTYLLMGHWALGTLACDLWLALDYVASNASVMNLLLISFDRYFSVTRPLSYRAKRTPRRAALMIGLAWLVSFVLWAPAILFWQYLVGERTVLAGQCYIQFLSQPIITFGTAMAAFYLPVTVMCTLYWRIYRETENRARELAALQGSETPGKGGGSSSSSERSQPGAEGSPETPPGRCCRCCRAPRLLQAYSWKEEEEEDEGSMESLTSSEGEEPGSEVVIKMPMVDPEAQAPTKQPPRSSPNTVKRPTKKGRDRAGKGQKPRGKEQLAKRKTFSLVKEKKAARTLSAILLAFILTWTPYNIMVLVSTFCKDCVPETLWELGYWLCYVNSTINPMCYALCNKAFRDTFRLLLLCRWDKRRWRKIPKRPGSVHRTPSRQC
# OXTR agonist – human OXTR agonists, primary screen, fluorescence, CHO-OTR cells, Fluo-8 calcium | AID 2435, 2010 | Fluo-8 calcium fluorescence; normalized: DMSO 0%, oxytocin 100% | 320,000 compounds, 0.32% hits | activation, % at 3 µM;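 active = activation above the mean of all tested compounds plus 3 SD, cutoff set per screening run, cut at about 20% in these data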;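 note: peak over basal fluorescence ratio from a 100 s FLIPR kinetic read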
# TAAR1 antag – human TAAR1 antagonists, primary screen, Fluo-8 calcium fluorescence, CHO RD-HGA16 cells | antagonist | inhibition, % at 3 µM | 360,000 compounds, 1.5% hits | AID 624466, 2012;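 active = inhibition above a per-plate cutoff, the mean inhibition of test compounds on that plate plus 3 SD, cut at about 49% in these data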;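 note: 0% = DMSO plus EC80 beta-PEA response and 100% = DMSO alone without agonist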
#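 Assay system: RD-HGA16 CHO cells with stable hTAAR1 and Gα16 / Reagent: EC80 β-phenethylamine stimulus / Doses: 3 µM, single point / Timing: dye loading 75 min at 37 °C, then 30 min room temperature / Measured by: Fluo-8 intracellular calcium dye fluorescence, real-time kinetic reads / Controls: vehicle wells and EC80 agonist wells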
# CHRM1 PAM – human M1 muscarinic receptor positive allosteric modulators, primary screen, CHO-K1 cells, Fluo-8 calcium fluorescence, 1536-well; Muscarinic acetylcholine receptor M1 (Homo sapiens), P11229; CHO-K1 hM1, ACh EC20; 0% = ACh EC20, 100% = maximal ACh; activation, % at 3 µM; 360,000 compounds, 0.088% hits; in the data active = activation above about 19%, passing the limit was not always enough
# OXTR potentiate – human OXTR potentiators, primary screen, fluorescence, CHO-OTR cells, Fluo-8 calcium; Oxytocin receptor (Homo sapiens), P30559; Fluo-8 calcium fluorescence, potentiator mode; 0% = oxytocin EC15, 100% = EC100; activation, % at 3 µM; 320,000 compounds, 0.061% hits; AID 2445, 2010;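 active = activation above that plate's cutoff, the mean activation of tested compounds plus 3 SD, cut at about 6.6% in these data, passing the limit was not always enough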;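 note: 100% uses oxytocin at 75 nM as the full agonist control; some results filed as inactive read as strong as hits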
#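 Assay system: CHO cell line stably expressing human OTR | Also added: Oxytocin at about EC15, sub-maximal agonist stimulus | Times: Compound 6 min at room temperature before oxytocin, 100 s read | Measured by: Fluo-8 intracellular calcium fluorescence, ex 470-495, em 515-575 nm | Controls: EC15 oxytocin alone as 0%, 75 nM oxytocin as 100%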
# CHO parental Ca – ATP-evoked calcium signal inhibitors, parental CHO, primary screen, counter-screen for OX1R antagonist project, cell-based, fluorescence, Fluo-8 calcium dye; AID 463079, 2010; 330,000 compounds, 0.63% hits; parental CHO-K1, ATP-induced calcium, Fluo-8 fluorescence; inhibition, % at 5.6 µM;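 active = inhibition above that plate's mean sample inhibition plus 3 SD, cut at about 26% in these data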;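 note: 0% = ATP-challenged DMSO wells and 100% = DMSO wells without ATP; some compounds past the cut are filed as inactive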
#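 Assay system: untransfected parental CHO cell line. Also added: ATP agonist challenge. Dosing: one dose, 5.6 µM nominal. Measured by: Fluo-8 fluorescence. Read-out: % inhibition. Benchmarks: ATP wells versus no-ATP DMSO wells. Repeats: no replicates.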
# TAAR1 ag – human TAAR1 agonists, primary screen, Fluo-8 calcium fluorescence, CHO RD-HGA16 cells. Trace amine-associated receptor 1 (Homo sapiens), Q96RJ0. vehicle wells 0%, saturating PEA agonist 100%. activation, % at 3 µM. 360,000 compounds, 0.99% hits. AID 624467, 2012;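 active = activation above the mean activation of all test compounds in the run plus 3 SD, cut at about 38% in these data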
#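 Benchmarks: low control DMSO, high control PEA (EC100); System: CHO RD-HGA16 cells carrying human TAAR1 plus Gα16; Detection: Fluo-8 fluorescence, 5 s baseline then 140 s kinetic read; Schedule: 17-24 h plating, Fluo-8 75 min 37 °C, 30 min RT; Read-out basis: % activation from peak over basal fluorescence ratio, DMSO-to-PEA scaled.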
# V1aR counter – agonists of human V1a receptor, primary screen, counter-screen for OXTR agonist project, fluorescence, CHO-V1R cells | Vasopressin V1a receptor (Homo sapiens), P37288 | Fluo-8 calcium fluorescence, agonist mode; 0% DMSO, 100% 3 nM vasopressin | activation, % at 3 µM | 320,000 compounds, 0.25% hits;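 active = activation above the mean activation of all tested compounds plus 3 SD, per screening run, cut at about 20% in these data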;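 note: signal is peak over basal fluorescence ratio across a 100 second FLIPR read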
# Target sequence (P37288 whole entry, looked up): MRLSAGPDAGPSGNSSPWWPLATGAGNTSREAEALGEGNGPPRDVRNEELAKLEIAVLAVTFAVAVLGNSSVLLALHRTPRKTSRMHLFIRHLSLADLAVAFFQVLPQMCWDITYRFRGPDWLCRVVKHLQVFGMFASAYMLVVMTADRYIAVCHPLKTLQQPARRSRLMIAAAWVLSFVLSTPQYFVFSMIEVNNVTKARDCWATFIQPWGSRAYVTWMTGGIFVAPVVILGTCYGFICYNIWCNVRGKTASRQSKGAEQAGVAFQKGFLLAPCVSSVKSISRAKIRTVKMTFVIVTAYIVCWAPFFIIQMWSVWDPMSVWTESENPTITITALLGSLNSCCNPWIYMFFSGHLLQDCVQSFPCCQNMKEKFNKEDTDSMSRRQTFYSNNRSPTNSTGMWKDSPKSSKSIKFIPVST
# CHRM1 antagonist – human M1 muscarinic receptor antagonists, primary screen, CHO-K1 cells, Fluo-8 calcium fluorescence, 1536-well | Muscarinic acetylcholine receptor M1 (Homo sapiens), P11229 | inhibition, % at 3 µM | 360,000 compounds, 1.3% hits | CHO-K1 hM1, ACh EC80 antagonist;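 active = percent inhibition above its own plate's cutoff, namely the mean of that plate's compound wells plus 3 SD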;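 note: peak over basal fluorescence ratio during 140 s after agonist addition; 0% = ACh EC80 plus DMSO and 100% = DMSO alone without agonist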
# Active calls of the source: *; . = not tested or not shown. Not all compounds are listed; the hit share may differ from the screen's.
# The first seven records (preview)
SMILES,M1 ag,OXTR agonist,TAAR1 antag,CHRM1 PAM,OXTR potentiate,CHO parental Ca,TAAR1 ag,V1aR counter,CHRM1 antagonist
COc1ccc(OCC(=O)N2CCN(CC3CC4C=CC3C4)CC2)cc1 (stereo not given),-3.8,-0.1,-9.1,6.7,-12.3,-16.6,-2.9,1.1,-16.6
O=C1NC(=O)C(=Cc2cccc(OCCOc3ccccc3)c2)C(=O)N1,-2.3,-0.4,12.7,-0.8,-4.9,-0.7,-0.6,0.0,-6.2
COc1ccc(Cc2c(O)[nH]c(=S)[nH]c2=O)cc1,-2.2,.,-48.2,1.2,.,.,7.5,.,2.1
CCC(C)n1c(O)c(C=NCCc2ccccc2)c(=O)[nH]c1=S (stereo not given),-1.5,-2.7,5.1,16.2,-1.0,-20.9,68.8*,7.0,-27.5
COc1ccc(CCn2c(O)c(/C=N/NC(=O)c3ccncc3)c(=O)[nH]c2=O)cc1OC,-3.3,-1.4,4.0,2.0,-2.5,-4.4,7.8,0.1,2.1
Cc1cc(/C=C2\C(=O)NC(=O)N(c3ccc(Cl)cc3)C2=O)c(C)n1-c1sc2c(c1C#N)CCCC2,-10.3,0.3,-5.3,-4.7,-8.8,-11.4,2.3,4.2,-2.0
COc1cc(O)cc2c1cc([N+](=O)[O-])c1c(C(=O)O)cc3c(c12)OCO3,-2.1,0.2,-13.2,-0.7,-10.2,-6.1,1.4,0.8,-2.5

# The listing, from the first entry:
SMILES,M1 ag,OXTR agonist,TAAR1 antag,CHRM1 PAM,OXTR potentiate,CHO parental Ca,TAAR1 ag,V1aR counter,CHRM1 antagonist
COc1ccc(OCC(=O)N2CCN(CC3CC4C=CC3C4)CC2)cc1 (stereo not given),-3.8,-0.1,-9.1,6.7,-12.3,-16.6,-2.9,1.1,-16.6
O=C1NC(=O)C(=Cc2cccc(OCCOc3ccccc3)c2)C(=O)N1,-2.3,-0.4,12.7,-0.8,-4.9,-0.7,-0.6,0.0,-6.2
COc1ccc(Cc2c(O)[nH]c(=S)[nH]c2=O)cc1,-2.2,.,-48.2,1.2,.,.,7.5,.,2.1
CCC(C)n1c(O)c(C=NCCc2ccccc2)c(=O)[nH]c1=S (stereo not given),-1.5,-2.7,5.1,16.2,-1.0,-20.9,68.8*,7.0,-27.5
COc1ccc(CCn2c(O)c(/C=N/NC(=O)c3ccncc3)c(=O)[nH]c2=O)cc1OC,-3.3,-1.4,4.0,2.0,-2.5,-4.4,7.8,0.1,2.1
Cc1cc(/C=C2\C(=O)NC(=O)N(c3ccc(Cl)cc3)C2=O)c(C)n1-c1sc2c(c1C#N)CCCC2,-10.3,0.3,-5.3,-4.7,-8.8,-11.4,2.3,4.2,-2.0
COc1cc(O)cc2c1cc([N+](=O)[O-])c1c(C(=O)O)cc3c(c12)OCO3,-2.1,0.2,-13.2,-0.7,-10.2,-6.1,1.4,0.8,-2.5
CN(C)CP(=O)(O)CN(C)C=O,-2.5,0.1,-5.7,2.8,-26.4,-3.9,7.2,-0.2,3.0
Cc1cccc(-n2c(-c3ccco3)nc3ccccc3c2=O)n1,-4.0,-0.4,-12.0,3.7,-0.9,-12.6,1.1,-0.3,-5.5
Cc1cccc(NP(=O)(Oc2ccccc2F)Oc2ccccc2F)c1,-3.3,-1.4,53.1*,12.0,-3.3,-7.2,3.5,-0.2,23.6
CC(Cc1cccs1)NCc1ccccc1 (stereo not given),-6.0,1.4,-3.0,-5.4,-7.0,-12.5,1.4,2.2,14.2
c1ccc(N2C3C4CC(C5CCCC54)C32)cc1 (stereo not given),-1.6,.,-7.9,9.8,.,.,-1.3,.,-2.6
COC(=O)C1=C(c2cc3ccccc3o2)C[C@@H]2CC[C@H]1N2C(=O)NC1CCCCC1,-9.4,-2.1,-6.6,9.9,-7.7,-19.5,-2.0,-1.2,-11.0
CN(C)C(Cc1ccccc1)C(=O)c1c[nH]c2ccccc12 (stereo not given),-2.6,2.4,14.3,-5.9,-10.5,-15.0,2.7,5.4,1.6
C1CC2OC2CC1C1CO1 (stereo not given),-1.7,0.7,-14.8,1.7,0.2,-2.1,4.0,1.7,-9.3
C=CCn1c(O)c(C=NCCCOc2ccc(CC)cc2)c(=O)[nH]c1=S,-2.0,-0.9,4.8,6.5,-10.3,-15.7,3.3,0.5,-13.8
COc1ccc(C(c2nnnn2C(C)(C)C)N2CCC3(CC2)C(=O)NCN3c2ccccc2)cc1 (stereo not given),-1.0,.,-41.7,10.5,.,.,4.1,.,-5.7
ON1C2CCCCC2N(O)C1c1ccccc1F (stereo not given),-0.1,-0.5,-26.4,4.1,0.2,-6.9,4.5,3.0,-30.0
C=CCOC(=O)COc1cc(C)cc2oc(=O)c3c(c12)CCC3,-4.8,-1.4,8.3,-0.1,2.9,-13.8,14.3,-0.7,-5.7
CCOC(=O)C1(CCc2ccccc2)CCN(Cc2cccc3cnccc23)CC1,-13.6,-2.6,-6.2,-33.6,-4.1,-8.3,15.4,0.0,47.7*
O=C(c1ccc(N2CCCCC2)c([N+](=O)[O-])c1)N1CCC2(CC1)OCCO2,-5.4,-0.2,-15.7,7.0,1.8,-8.1,3.4,1.1,-7.6
C=COCCn1c(C)c(C(=O)OCC)c2cc(O)ccc21,-2.5,0.6,-3.0,-3.3,4.6,-18.9,2.8,-0.3,-1.0
Cc1oc(-c2ccccc2F)nc1CS(=O)CC(=O)N1CCC2(CC1)OCCO2 (stereo not given),-5.4,-0.8,-0.7,15.7,-0.9,-19.4,1.1,3.9,-10.0
O=C1NC(=O)N(Cc2ccc(F)cc2)C(=O)/C1=C\c1ccc(N2CCCC2)cc1,-4.6,0.0,2.3,-5.8,-6.3,-9.4,10.7,3.5,5.4
C=CCCC1(CC(C)C)C(=O)NC(=S)NC1=O,-2.9,.,-14.3,2.5,.,.,0.5,.,-9.9
c1ccc(CN2CCNCC2)nc1,-0.8,-0.1,1.6,5.9,-5.6,-0.3,-1.3,-0.3,-5.5
Fc1cccc(F)c1CN1CCN(Cc2c(F)cccc2F)CC1,-4.2,-2.0,9.0,7.1,-4.0,-8.5,11.5,0.2,-30.6
CC12CC(c3ccccc3O1)C(C(=O)OCc1ccccc1)C(=O)N2 (stereo not given),0.1,1.8,22.4,3.0,-18.8,-14.3,8.8,3.4,3.8
CCOP(=O)(OCC)C(NC(=O)c1cccc2ccccc12)C(Cl)(Cl)Cl (stereo not given),-5.9,-1.5,-4.6,11.0,-3.6,-27.2,-1.2,-0.3,-14.9
O=c1c2ccc(Cl)cc2[nH]c(=S)n1-c1cccnc1,-4.3,0.1,-7.8,-2.9,-15.4,-9.8,1.6,0.3,6.8
CCN1CCN(c2nc3ccccc3s2)CC1,-12.1,1.7,.,3.5,1.5,3.9,.,0.1,-10.4
CCCCn1nnnc1C(c1cccc2ccccc12)N1CCC2(CC1)C(=O)NCN2c1ccccc1 (stereo not given),2.3,.,-7.7,8.8,.,.,-0.7,.,-3.4
Nc1c(C(=O)OCC2CCCO2)c2nc3ccccc3nc2n1Cc1cccs1 (stereo not given),0.1,3.1,16.8,14.9,-5.1,-20.9,4.2,4.5,6.0
O=C(N/N=C/c1c(O)n(CCC2=CCCCC2)c(=S)[nH]c1=O)c1ccccc1,-1.6,-1.6,-1.7,4.5,-5.1,-4.9,0.1,-0.6,-9.6
CC(=O)c1ccc(NC2=NCCCS2)cc1,-9.8,1.0,-10.9,15.9,0.6,-0.6,4.6,0.1,-10.6
O=[N+]([O-])c1cc(Cl)c(O)c(-[n+]2c(-c3ccccc3)cc(-c3ccccc3)cc2-c2ccccc2)c1,0.7,-2.3,6.4,6.9,-13.5,-17.1,2.7,-0.5,-12.2
CC1(c2ccccc2)NCCN2C(=O)CSC21 (stereo not given),-3.5,-0.6,8.2,-4.5,-12.1,-7.7,2.0,-0.1,11.4
O=C1NC(c2cc3ccccc3nc2Cl)Nc2ccccc21 (stereo not given),4.2,1.0,0.2,11.4,-4.9,-5.0,3.1,0.9,-13.8
C[N+]1(CCC(C(N)=O)(c2ccccc2)c2ccccc2)CCCCC1,.,-0.6,.,.,-2.1,-6.3,.,1.1,.
Oc1cc2c(cc1CN1CCN(c3ccccc3)CC1)CCC2,-3.8,-1.0,32.4,-12.4,-0.3,-16.5,9.8,-1.0,20.9
COC(=O)C1=COC(C)C2CN3CCc4c([nH]c5cc(OC)ccc45)C3CC12 (stereo not given),-12.2,.,22.6,-0.1,.,.,2.0,.,-5.0
O=C(Cn1cnc2sc3c(c2c1=O)CCCC3)NCCC(=O)N1CCC2(CC1)OCCO2,-2.5,-0.4,-3.6,10.1,-2.4,-11.4,1.8,-0.1,-15.5
O=c1c2ccccc2nc(-c2ccccc2)n1-c1cccnc1,-0.2,0.5,4.1,0.9,-10.6,-10.0,10.3,0.2,-3.5
CCc1c(C)nc(N)nc1N1N=C1SC(C(C)=O)C(C)=O,-2.8,0.7,1.6,2.1,-7.5,-2.0,0.7,-0.4,2.1
